Source: PubChem
APP 5'UTR act: activators of APP 5'UTR luciferase reporter, primary screen, SH-SY5Y cells | SH-SY5Y APP 5'UTR luciferase reporter, luminescence; zero percent = DMSO vehicle wells | activation, % at 2 µM | 1% of 190,000 active | AID 1276, 2008;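 active means activation above a set limit, based on mean plus 3 SD of controls, cut at about 140% in these data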; further: values of inactives mirror those of a sister screen read the other way
FLuc inh counter: firefly luciferase enzyme inhibitors, primary screen, artefact control for luciferase-based inhibitor screens, biochemical, luminescence, ATPLite; 10 min; inhibition, % at 10 µM; 1.5% of 200,000 active; AID 1006, 2008;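 active means inhibition above about 50% when tested at 10 µM, limit read from the data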
Target sequence (P08659 whole entry, looked up): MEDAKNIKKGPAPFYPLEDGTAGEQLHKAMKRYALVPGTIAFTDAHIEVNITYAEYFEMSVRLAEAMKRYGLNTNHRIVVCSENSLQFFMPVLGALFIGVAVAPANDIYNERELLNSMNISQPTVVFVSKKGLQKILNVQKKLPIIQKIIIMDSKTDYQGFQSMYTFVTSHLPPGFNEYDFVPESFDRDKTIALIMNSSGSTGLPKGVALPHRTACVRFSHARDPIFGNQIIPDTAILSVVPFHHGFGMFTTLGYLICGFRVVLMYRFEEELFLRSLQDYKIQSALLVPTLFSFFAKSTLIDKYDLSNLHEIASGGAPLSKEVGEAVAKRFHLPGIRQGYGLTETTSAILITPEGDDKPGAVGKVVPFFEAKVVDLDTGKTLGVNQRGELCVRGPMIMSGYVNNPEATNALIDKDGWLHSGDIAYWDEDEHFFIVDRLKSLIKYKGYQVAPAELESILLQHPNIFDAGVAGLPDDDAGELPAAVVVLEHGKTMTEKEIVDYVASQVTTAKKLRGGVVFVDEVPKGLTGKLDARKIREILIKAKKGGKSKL
TNAP act hiacc: TNAP activators at high phosphate acceptor level, primary screen, biochemical, luminescence, uHTS | activation factor at 20 µM | 200,000 tested, under 10 active | purified TNAP, CDP-star luminescence, 1 M DEA, 30 min; hits give high values; 0 = EDTA background, 1 = DMSO-only activity | AID 1136, 2008;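 active means activation factor at least 2 at 20 µM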
Target sequence (P05186 whole entry, looked up): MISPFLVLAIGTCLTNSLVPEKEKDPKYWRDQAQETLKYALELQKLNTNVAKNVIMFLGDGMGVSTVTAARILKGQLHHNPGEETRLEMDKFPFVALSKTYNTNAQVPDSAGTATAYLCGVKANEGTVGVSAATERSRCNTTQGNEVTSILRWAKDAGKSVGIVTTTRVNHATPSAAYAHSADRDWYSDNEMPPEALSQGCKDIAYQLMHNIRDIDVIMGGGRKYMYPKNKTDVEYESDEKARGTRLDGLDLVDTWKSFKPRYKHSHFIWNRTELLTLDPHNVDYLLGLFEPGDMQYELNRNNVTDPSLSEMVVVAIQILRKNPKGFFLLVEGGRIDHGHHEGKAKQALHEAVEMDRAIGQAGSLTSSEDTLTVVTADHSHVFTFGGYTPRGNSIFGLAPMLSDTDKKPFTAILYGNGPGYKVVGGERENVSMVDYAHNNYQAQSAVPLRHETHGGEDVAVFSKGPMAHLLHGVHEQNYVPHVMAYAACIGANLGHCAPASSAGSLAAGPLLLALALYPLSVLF
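system = human TNAP | amount = enzyme diluted 1/800 final | reagent = 100 µM CDP-star substrate | signal = luminescent substrate turnover signal | dosing = one dose, 20 µM | benchmarks = EDTA negative control, DMSO positive control | measure = activation factor | timing = 30 min reaction, room temperature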
NF-kB neuron act: activators of NF-kB expression in neurons, primary screen, cell-based, HTS | fold change at 12.5 µM | human neuronal cells, NF-kB reporter expression; hits give high values | 1.6% of 190,000 active | AID 1239, 2008; in the data active means fold change above about 3.3
bIAP act: bovine intestinal alkaline phosphatase activators, primary screen, biochemical, bovine IAP, CDP-star luminescence. 0.17% of 200,000 active. alkaline phosphatase, intestinal [Bos taurus]. purified bovine IAP, 30 min; hits give high values; fold of DMSO-control signal, blank-subtracted. activation factor at 20 µM;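 active means activation factor of 2 or more at 20 µM, a signal rise over negative controls twice the positive control's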
PMI act hi M6P: human PMI activators, high substrate, primary screen, biochemical, fluorescence intensity, near-saturating mannose 6-phosphate. 0.34% of 190,000 active. activation factor at 20 µM. coupled PMI enzyme assay, resazurin fluorescence, 20 min; hits give high values; 1 = untreated enzyme, 0 = substrate-free blank;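 active means activation factor of 2 or more at 20 µM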
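Material: human phosphomannose isomerase with PGI, G6PDH, diaphorase coupling enzymes. Quantity: 15 ng/mL PMI. Medium: HEPES pH 7.4 buffer with MgCl2 and Tween-20. Reagent: Near-saturating mannose-6-phosphate, 1.0 mM. Compound: 20 µM single dose. Times: enzyme reaction with compound 20 min at room temperature. Detection: resorufin fluorescence at Ex 544/Em 590 nm.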
PMI act: activators of human PMI, primary screen, biochemical, fluorescence intensity, near-Km mannose 6-phosphate; 0.005% of 190,000 active; Mannose-6-phosphate isomerase (Homo sapiens), P34949; activation factor at 20 µM; purified human PMI, coupled resazurin fluorescence, 20 min; hits give high values; 1 = vehicle control, 0 substrate-free wells;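 active means activation factor of 2 or more at 20 µM, relative to plate controls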
TNAP inh noacc: human TNAP enzyme inhibitors, primary screen, biochemical, luminescent, no phosphate acceptor, uHTS. Alkaline phosphatase, tissue-nonspecific isozyme (Homo sapiens), P05186. purified TNAP, CDP-star luminescence, 30 min. inhibition, % at 20 µM. 0.26% of 200,000 active;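 active means tissue-nonspecific alkaline phosphatase inhibition above about 50% at 20 µM in the single-dose screen, limit read from the data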;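 further: 0% = DMSO negative control and 100% = EDTA positive control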
TNAP inh hiacc: human TNAP enzyme inhibitors, primary screen, biochemical, luminescent, high phosphate acceptor level, uHTS; Alkaline phosphatase, tissue-nonspecific isozyme (Homo sapiens), P05186; purified TNAP, CDP-star luminescence, 1 M DEA; inhibition, % at 20 µM; 0.03% of 200,000 active;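 active means over 50% inhibition of tissue-nonspecific alkaline phosphatase at 20 µM in the single-dose screen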;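 further: plate controls were DMSO wells for no effect and EDTA-quenched wells as full inhibition for full effect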
FLuc stim CS: FLuc activators, initial screening, artefact control for FLuc-dependent activation tests, biochemical, ATPlite luminescence. activation factor at 10 µM. 200,000 tested, under 10 active. Luciferin 4-monooxygenase (Photinus pyralis), P08659. ATPlite luciferase biochemical, 10 min; 0 = ATP-free wells, 1 = DMSO control;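 active means luciferase activation factor, scaled between plate controls, of at least 2 with compound at 10 µM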
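assay system = Luciferase/luciferin detection reagent, cell-free biochemical luciferase assay | also added = ATP substrate | times = 10 min post-reagent at room temperature | measured by = luminescence from luciferase reaction | measure = luciferase activation, seen as luminescence increase over controls | benchmarks = low control with PBS replacing ATP, high control enzyme plus ATP without compound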
Numbers without * were called inactive; x = not tested or not shown.

smiles	APP 5'UTR act	FLuc inh counter	TNAP act hiacc	NF-kB neuron act	bIAP act	PMI act hi M6P	PMI act	TNAP inh noacc	TNAP inh hiacc	FLuc stim CS
CCOC(=O)C1=C(C)NC2=C(C(=O)CCC2)C1c1ccc(N(C)C)cc1 (stereo not given)	-5	-1	1	1.1	0.9	1.2	0.9	-7	0	1
CC(=O)Nc1ccc(C(=O)CSc2nnc(-c3ccc(O)cc3)n2CC2CCCO2)cc1 (stereo not given)	-4	-6	1.1	1	1	1.3	1.2	-11	-6	1.1
COC(=O)c1cc(-c2cccs2)[nH]n1	12	1	1	1.5	1	1	1.1	96*	0	1
CC(C)Cn1c(N)c(C(=O)CSc2cc(Cl)ccc2Cl)c(=O)n(C)c1=O	11	-4	1	0.31	1	0.8	0.7	-18	1	1
O=C(Oc1ccc(C(=S)N2CCOCC2)cc1)c1ccccc1	1	-1	1	1.3	0.9	1	1	6	-5	1
Cc1nc(-c2ccc(NS(C)(=O)=O)cc2)cs1	-16	5	1	1.1	0.9	1	1	-13	-4	1
O=C(Cn1c(=O)sc2ccccc21)Nc1ccccc1	x	-6	1	0.85	0.9	1.1	1	-10	-2	1.1
Cc1ccc(C)n1-n1c(C)nc2sc(-c3ccccc3)cc2c1=O	79	12	1	2	1	0.9	0.9	-5	2	0.9
CC(OC(=O)c1ccc2c(c1)C(=O)N(Cc1ccncc1)C2=O)C(=O)Nc1cccc(Cl)c1Cl (stereo not given)	-4	-7	1	1.1	0.8	0.9	1	-14	-4	1.1
CC(=O)NC(CCCCNC(=S)NC1CCCCC1)C(=O)O (stereo not given)	2	-5	1	1.2	0.9	1	1	-8	-3	1.1
S=c1[nH]nc(-c2cccnc2)n1-c1ccc2c(c1)OCCO2	17	2	1	0.89	0.9	1	1	-1	-1	1
Cc1cc(C)c(NC(=O)COC(=O)CSc2ccc(Br)cc2C)c(C)c1	-2	-1	1	1	0.8	0.9	0.9	-1	2	1
O=[N+]([O-])c1ccc(S(=O)(=O)N2CCN=C2SCc2cccnc2)cc1	5	-2	1	1.3	0.9	1	0.9	-2	0	1
Cc1ccc2nc(Cl)nc(-c3ccccc3)c2c1	28	-4	1	1.3	0.9	0.9	0.8	-4	-2	1
O=C(CCn1c(=O)c2ccccc2n(CC(=O)NC2CCCC2)c1=O)NCc1ccco1	20	-11	1	1.2	0.9	1.1	1.1	-2	-4	1.1
CN(C(=O)COC(=O)c1ccc(S(=O)(=O)N2CCCC2)cc1)c1ccccc1	11	0	1	1.1	1	1	1.1	-5	-1	1
Cc1nnc(SCC(=O)Nc2nc(-c3ccccc3)cs2)n1N	9	8	1	1.1	1	1.1	1.1	15	1	0.9
O=C(O)CSc1nnc(-c2ccc3c(c2)OCO3)n1-c1ccccc1	13	-10	1.1	1.4	1	1.1	1.1	-6	-6	1.1
Cc1cccc(Cn2ccc(-c3ccc(Cl)cc3)c(C#N)c2=O)c1	-10	1	0.9	1.1	0.9	0.9	1	-6	7	1
COc1cc([N+](=O)[O-])c2nccnc2c1	19	-2	1	1	0.9	0.6	0.8	-5	-1	1
O=C1NCCCc2c1no[n+]2[O-]	0	-3	1	0.92	0.9	0.9	0.9	-9	2	1
CC1CCc2nc(N)c(C#N)c(-c3ccncc3)c2C1 (stereo not given)	11	1	1	1.2	1.1	1	0.9	-3	0	1
O=C(CCn1cnc2ccccc2c1=O)Nc1ccc(S(=O)(=O)N2CCCC2)cc1	-7	-4	1	1.1	0.9	0.9	0.9	-10	-1	1
COc1cc(C2Nc3cccc4cccc(c34)N2)cc(OC)c1O	-4	4	0.7	1.2	0.9	0.8	1.1	6	31	1
COC(=O)c1ccc(OCCN2CCCCCC2)cc1	12	-3	1	1.1	1.3	1	1	-7	1	1
O=C(CSc1ncnc2[nH]ncc12)Nc1cccc(Oc2ccccc2)c1	7	-4	1	0.92	1	0.8	0.8	-65	-4	1
O=C1CC(c2ccccc2)C(C(=O)Nc2ccccc2F)N1 (stereo not given)	14	-8	1	0.97	0.9	1	1.1	-7	-3	1.1
Cn1c(N)c(C(=O)COC(=O)CSc2cccc3cccc(Cl)c23)c(=O)n(C)c1=O	3	-10	1	0.95	1.1	0.8	1.1	-6	-3	1.1
CC1CCCN(C(=O)Cn2cnc3c2c(=O)n(C)c(=O)n3C)C1 (stereo not given)	-1	-2	1	1.1	0.9	0.9	0.9	-11	-2	1
COc1cccc(C2C(C#N)=C(N)N(c3ncn[nH]3)C3=C2C(=O)CCC3)c1 (stereo not given)	-10	-6	1	1.5	1	1	1.1	-8	-3	1.1

Structures listed so far that have an NH in an aromatic ring (four):
smiles	APP 5'UTR act	FLuc inh counter	TNAP act hiacc	NF-kB neuron act	bIAP act	PMI act hi M6P	PMI act	TNAP inh noacc	TNAP inh hiacc	FLuc stim CS
COC(=O)c1cc(-c2cccs2)[nH]n1	12	1	1	1.5	1	1	1.1	96*	0	1
S=c1[nH]nc(-c2cccnc2)n1-c1ccc2c(c1)OCCO2	17	2	1	0.89	0.9	1	1	-1	-1	1
O=C(CSc1ncnc2[nH]ncc12)Nc1cccc(Oc2ccccc2)c1	7	-4	1	0.92	1	0.8	0.8	-65	-4	1
COc1cccc(C2C(C#N)=C(N)N(c3ncn[nH]3)C3=C2C(=O)CCC3)c1 (stereo not given)	-10	-6	1	1.5	1	1	1.1	-8	-3	1.1

The results go on:
smiles	APP 5'UTR act	FLuc inh counter	TNAP act hiacc	NF-kB neuron act	bIAP act	PMI act hi M6P	PMI act	TNAP inh noacc	TNAP inh hiacc	FLuc stim CS
CC1CCCN(C(=O)CN2CCN(C(=O)c3ccco3)CC2)C1 (stereo not given)	15	-6	1.1	1.5	1	1	1	-13	-6	1.1
C=CCn1c(SCC(=O)OCC)nc2cc(C(=O)NCc3ccco3)ccc2c1=O	-7	-2	1	1.2	1	1	1	-14	-2	1
Clc1cccc(Cl)c1Cn1cnc2c(NCc3ccco3)ncnc21	-3	3	1	1.4	1	1	0.9	-4	-1	1
CCOCCn1c(N2CCN(c3ccccc3)CC2)nc2c1c(=O)[nH]c(=O)n2C	16	0	1	1.8	1.2	x	x	-6	-2	1
O=C1C2C3C=CC(C3)C2C(=O)N1c1ccc(Cc2ccncc2)cc1 (stereo not given)	11	2	1	0.85	1	1	1	-1	1	1
O=C(CCn1[nH]c(=O)c2ccccc2c1=O)OC1CCCCC1	4	-2	1.1	0.97	1	0.8	0.9	-9	-5	1
O=C(CSc1ncnc2ccccc12)Nc1ccc2c(c1)OCCO2	7	12	1.1	1	1	1	1	-13	-5	0.9
COc1ccc(NC(=O)/C=C2\SC(=O)NC2=O)cc1	6	30	1.1	1.4	1	1.2	1.2	-12	-6	0.7
C=CCc1ccccc1OCC(O)CN1CCN(c2ccc(C)cc2)CC1 (stereo not given)	7	-11	1.1	0.92	1	1	1	-2	-7	1.1
Cc1cc(C)cc(-c2nnc(SCC(=O)NCc3cccs3)o2)c1	11	-5	1.1	0.95	0.8	1	0.9	-14	-6	1.1
CCn1c(CSCc2ccc(Cl)cc2)n[nH]c1=S	1	4	1	1.1	0.6	1.1	1.1	-87	4	1
Fc1cccc(CN2CCN3CCCC3C2C2CCCCC2)c1 (stereo not given)	2	-6	1.1	0.86	1.1	1	1	-9	-7	1.1
Cc1ccc(C)c(NC(=O)CSc2nc3c(oc4ccccc43)c(=O)n2-c2ccccc2)c1	5	-7	1.1	0.96	0.9	0.9	0.8	-2	-6	1.1
CC(=O)N(C(C)=O)c1c(C#N)c(C)n(-c2ccccc2)c1C(=O)c1ccccc1	17	-4	1	1.1	1	0.9	0.9	-7	-1	1
Cc1ccc(/C([O-])=C(/C(=S)NCc2ccccc2)[n+]2ccccc2)cc1[N+](=O)[O-]	-18	-7	1.1	1	1	0.9	0.8	-8	-7	1.1
CC(C)Cn1c(-c2csc3ccccc23)n[nH]c1=S	-17	-4	1	1.4	1.3	1	1	-7	1	1
CC(=O)O/N=C(/c1nonc1N)N(C)C	2	-5	1	1.1	1	1.1	1.1	-10	-5	1.1
O=C(COC(=O)CN1C(=O)C(=O)c2ccccc21)OCN1C(=O)c2ccccc2C1=O	-7	-8	1	0.98	0.9	0.7	0.7	-15	-1	1.1
C=CCn1c(SCC(=O)c2cccs2)nnc1-c1cccc(OC)c1	-17	1	1	1.1	0.9	0.9	0.9	-9	-3	1
COC(=O)c1ccc(NC(=O)c2cccc(OC)c2)cc1	57	34	1	2.4	0.9	1	0.9	-8	-1	0.7
COCCN1Cc2cccc(C(=O)NCc3cccnc3)c2C1=O	-5	-1	1	1.1	0.9	1	1	-10	1	1
COc1ccc(CCn2c(-c3ccc(Cl)cc3)n[nH]c2=S)cc1OC	1	5	1	0.94	1.1	0.9	1.1	-2	1	0.9
O=[N+]([O-])c1c(C(Cl)Cl)nn(-c2ccccc2)c1N1CCOCC1	10	-7	1	1.1	1	0.9	0.9	-4	-2	1.1
O=C(C1CCCC1)N1CCN=C1SCc1cccc([N+](=O)[O-])c1	22	-5	1	1.1	0.9	1.1	1	-6	-5	1.1
COc1ccc(Cl)cc1NC(=O)CN1CCCC1	-13	-9	1.1	1.1	0.9	1	1.1	-12	-7	1.1
O=C(c1ccc(Cl)c(S(=O)(=O)N2CCCC2)c1)N1CCN(c2ccccc2F)CC1	7	-1	1	0.86	1	0.9	0.9	1	1	1
O=C(NCC1CCCO1)c1cc(C(=O)c2ccc(Cl)cc2Cl)c[nH]1 (stereo not given)	-8	-3	1	1.1	1	0.8	0.9	-5	-4	1
NC(=O)c1ccc(C(F)(F)F)n(Cc2cccc(Cl)c2)c1=O	12	-2	1	1.1	0.9	1.1	1.1	5	-2	1
C=C(Cl)COC(=O)[C@H]1C2C=CC(C2)C1C(=O)O (stereo not given in full)	3	-4	1.1	1.1	0.9	0.9	0.8	-8	-6	1
O=C(CCN1C(=O)c2ccc([N+](=O)[O-])cc2C1=O)Nc1nccs1	9	-5	1	0.95	1.1	1	1.1	-9	-4	1
Cc1csc(NC(=O)CN(C)S(=O)(=O)c2cccc3cccnc23)n1	7	1	1	0.89	1	1	1	-1	0	1
